F508del corr = F508del CFTR correction, initial screen, CFBE line, single point. actives 0.36% (n = 350,000). CFBE cells, YFP halide quenching; stimulated with forskolin plus potentiator P3; % fluorescence drop versus neutral controls. activity (quench increase), % at 7.58 µM. AID 720511, 2013;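 active means mean added fluorescence quench of at least 8% versus neutral control, with both replicates also reaching 8%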;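 further: cells transiently co-express mutant CFTR-F508del with the halide-sensitive YFP; corrector assay measuring rescue of mutant channel to the surface after 24 h compound exposure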
RAD54 inh = inhibitors of human RAD54 branch migration, primary screen, biochemical, fluorescence, single point; RAD54 Holliday junction branch migration, FAM/BHQ fluorescence; DNA repair and recombination protein RAD54-like (Homo sapiens), Q92698; actives 0.14% (n = 360,000); inhibition, % at 10.4 µM;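 active means mean normalized replicate activity at least 40 and at least half of replicates scoring 40 or more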;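 further: 0% = median of neutral control wells and 100% = median of positive control wells; inhibitors cause a drop in the FAM fluorescence signal; in these data hits start at about 50%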
ARNT TACC3 PPI = disruptors of ARNT/TACC3 protein interaction, primary screen, biochemical, AlphaScreen, single concentration. AlphaScreen His-ARNT PAS-B/GST-TACC3 binding, luminescence; TACC3 fragment carries E629A point mutation. inhibition, % at 9.99 µM. actives 0.66% (n = 390,000). AID 623870, 2012;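 active means mean inhibition of replicates at least 50% and at least half of replicates each reaching 50%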;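 further: 0% = complete ARNT plus TACC3 wells and 100% = ARNT alone without TACC3; many hits fall short of the cut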
GSIS activator = GLuc luminescence reporter in INS-1E cells, primary screen for activators of glucose-dependent secretion of insulin; INS-1E GLuc reporter insulin secretion, 2-3 h; activation, % at 16.6 µM; actives 0.61% (n = 370,000); AID 743287, 2014;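 active means lowest replicate activation of at least 40%, so every replicate reaches that level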;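 further: 0% = median of neutral control wells and 100% = median of IBMX positive control wells; some compounds called inactive have numbers as strong as hits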
XiGFP reactiv = activators of inactive X chromosome reactivation, primary screen, imaging, XiGFP fibroblasts, GFP high-content imaging, set 2; AID 743238, 2013; actives 0.055% (n = 360,000); activation, % at 7.58 µM; XiGFP mouse fibroblasts, % GFP-positive cells imaging, 3 d; cells co-treated with 5-aza-dC sensitizer; scaled so ellipticine positive control = 100%;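 active means mean normalized replicate activation at least 10% and every replicate at or above 10%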;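 further: 0% = median of on-plate neutral control wells and 100% = ellipticine 6 µM median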
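Assay system: SV40-immortalized XiGFP fibroblast cells, line 68-5-11; buffer or medium: DMEM plus 5-aza-dC sensitizer; compound: one concentration, pinned; timing: compounds 3 days, fix/stain 15 min at room temperature; benchmarks: positive control ellipticine, 6 µM final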
RAD52 inh = RAD52 DNA annealing inhibitors, primary screen, biochemical, FRET, single point, set 2; recombinant RAD52 DNA annealing, FRET fluorescence; inhibition, % at 18.7 µM; actives 0.46% (n = 360,000); AID 651710, 2012;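 active means every replicate showing at least 50% inhibition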
Target sequence (P43351 whole entry, looked up): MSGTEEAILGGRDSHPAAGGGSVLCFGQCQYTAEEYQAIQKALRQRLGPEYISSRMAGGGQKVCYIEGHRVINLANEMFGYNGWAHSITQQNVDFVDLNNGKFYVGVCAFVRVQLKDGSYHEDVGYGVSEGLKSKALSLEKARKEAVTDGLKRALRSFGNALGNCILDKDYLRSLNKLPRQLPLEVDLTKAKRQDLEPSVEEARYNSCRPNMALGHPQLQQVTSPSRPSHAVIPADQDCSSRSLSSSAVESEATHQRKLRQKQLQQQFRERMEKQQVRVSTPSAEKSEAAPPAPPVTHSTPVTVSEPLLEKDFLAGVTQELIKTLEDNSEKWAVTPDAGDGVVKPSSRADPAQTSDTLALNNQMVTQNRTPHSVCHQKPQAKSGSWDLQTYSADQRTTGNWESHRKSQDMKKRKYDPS
esBAF inh = Bmi1 luciferase reporter increase in mESCs, primary screen, esBAF inhibitor project, mouse ES cells, Bmi1 luciferase knock-in, single point; AID 602393, 2012; 24 h; 100% = twice the neutral-well signal; reporter increase, % at 12.5 µM; actives 2% (n = 350,000); in the data active means activation above about 40%;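 further: 0% = median of the plate's neutral control wells and 100% = double that signal; a rise in the Bmi1 reporter signal indicates esBAF inhibition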
ERAP1 inh = human ERAP1 aminopeptidase inhibitors, primary screen, biochemical, single point, plate reader; AID 652197, 2013; Endoplasmic reticulum aminopeptidase 1 (Homo sapiens), Q9NZ08; inhibition, % at 10.7 µM; actives 0.15% (n = 340,000); recombinant ERAP1, Leu-AMC fluorescence, 60 min;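 active means mean replicate inhibition of at least 30%, or all replicates individually reaching that 30% level; inactive means mean below 30% and not every replicate reaching it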;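 further: 0% = neutral control wells and 100% = L-leucinethiol positive control wells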
* hit, by the source's call; · = not tested or not shown; & = joins results of further samples. Not a hit list, and some 3.3% of all compounds hit somewhere here.

| compound | ARNT TACC3 PPI | GSIS activator | F508del corr | RAD54 inh | ERAP1 inh | RAD52 inh | XiGFP reactiv | esBAF inh |
| --- | --- | --- | --- | --- | --- | --- | --- | --- |
| CCCc1c(C(=O)N/N=C(\C)c2ccc(O)cc2)nnn1-c1nonc1N | -2 | 17 | -1.8 | 5 | -2 | -4 | 0.1 | 2 |
| O=C(COc1ccccc1)OCC(=O)c1c[nH]c2ccccc12 | · | 18 | -0.9 | 5 | -1 | -12 | 0.0 | -2 |
| O=C(Nc1ccc2ncccc2c1)c1ccccc1Cl | · | 8 | -2.8 | -9 | 19 | -2 | 0.0 | -2 |
| COC(=O)c1ccc(NC(=O)Nc2ccc(OC)cc2)cc1 | 2 | -6 | -0.6 | 3 | -1 | -15 | 0.1 | 12 |
| COc1ccc(CN2CCc3c([nH]c4ccccc34)C2)cc1Br | 3 | · | 1.2 | 9 | -2 | 10 | 0.0 | -6 |
| CN(C)C(=O)[C@H]1[C@H](CO)[C@H]2Cn3c(cccc3=O)[C@H]2N1C(=O)NC1CCCC1 | · | 5 | 0.1 | · | -2 | -1 | -0.1 | · |
| N[C@@H](Cc1ccc(O)cc1)c1nnc([C@H](CO)NC(=O)C2CCNCC2)o1 | 15 | 16 | -3.1 | -13 | 0 | 45 | 0.0 | -6 |
| Cc1ccc(S(=O)(=O)N2CCN(C(=O)COC(=O)COc3ccccc3C(C)C)CC2)c(C)c1 | -13 | -1 | -2.2 | 6 | 1 | -11 | 0.2 | 7 |
| CCN1C(=O)CC(Sc2ccccc2C(=O)O)C1=O (stereo not given) | -1 | 29 | · | 10 | · | · | · | -4 |
| COc1ccc2c3c(n(C)c2c1)[C@@H](CO)N(CC1CCCC1)CC31CN(C(=O)Nc2ccccc2)C1 | · | 9 | -5.8 | · | -1 | 6 | 0.0 | · |
| Cc1cc(C(=O)N/N=C/c2ccc[nH]2)no1 | 3 | -2 | · | -1 | · | · | 0.0 | 9 |
| O=C(NCCOc1ccccc1F)C1CCC(=O)N(CC2CCCCC2)C1 (stereo not given) | · | -5 | 1.0 | 4 | 3 | -6 | 0.1 | -16 |
| O=C(NC(=S)NCc1ccccc1)c1cccc(Cl)c1 | -6 | · | -4.3 | -4 | 2 | 6 | -0.1 | 3 |
| C[C@H](CO)N1C[C@H](C)[C@H](CN(C)C(=O)C2CC2)Oc2cc(-c3ccccc3F)ccc2S1(=O)=O | 19 | 0 | -7.6 | -7 | 2 | 7 | -0.1 | -8 |
| N#C[C@H]1[C@H](c2ccccc2-c2ccccc2F)[C@H](CO)N1C(=O)Cc1ccccc1 | · | -18 | 0.9 | · | -1 | 0 | 0.0 | · |
| C[C@H]1CN([C@@H](C)CO)C(=O)c2cc(NC(=O)Cc3ccccc3)ccc2O[C@@H]1CN(C)C(=O)Nc1cccc2ccccc12 | · | -22 | -1.3 | -10 | 1 | 19 | 0.0 | -4 |
| Cc1ccc(S(=O)(=O)Nc2ccc3c(c2)C(=O)N([C@H](C)CO)C[C@H](C)[C@H](CN(C)C(=O)NC2CCCCC2)O3)cc1 | 8 | -7 | 0.3 | 8 | 1 | -3 | 0.0 | 2 |
| O=C(CCc1nnc(-c2ccc3c(c2)OCO3)o1)NC(c1cccnc1)C(F)(F)F (stereo not given) | -6 | 1 | -0.4 | -11 | 8 | -6 | -0.1 | 0 |
| Nc1nc(SCC(=O)Nc2cccc([N+](=O)[O-])c2)n[nH]1 | -12 | -1 | 2.3 | 0 | 1 | -8 | -0.1 | -4 |
| CCCn1nnc(NC(=O)/C=C/c2ccccc2)n1 | -19 | -4 | 1.2 | · | 0 | 1 | 0.3 | · |
| COc1ccccc1NC(=O)CCCC(=O)OCC(=O)c1ccc(F)cc1 | -6 | 2 | -1.0 | · | 1 | -6 | 0.0 | · |
| O=C(c1ccccc1F)N1C[C@@H]2[C@H](c3ccccc31)[C@@H](CO)N2C(=O)c1cccnc1 | 3 | 3 | 1.8 | 5 | 0 | -3 | 0.0 | -3 |
| COCCNC(=O)C[C@@H]1CC[C@@H](NS(=O)(=O)c2ccc(C)cc2)[C@@H](CO)O1 | -7 | 16 | 7.6 | 0 | -1 | -8 | 0.9 | 0 |
| O=[N+]([O-])c1ccc(CNc2ccc(Cl)cc2)s1 | 11 | -2 | 0.4 | -3 | 3 | -14 | 0.2 | -8 |
| COC(=O)COc1ccc2cccc(-n3cnnn3)c2c1 | 4 | 7 | 0.8 | -5 | 1 | -5 | 0.0 | -10 |

Continued; the last 3 above are carried over.
| compound | ARNT TACC3 PPI | GSIS activator | F508del corr | RAD54 inh | ERAP1 inh | RAD52 inh | XiGFP reactiv | esBAF inh |
| --- | --- | --- | --- | --- | --- | --- | --- | --- |
| COCCNC(=O)C[C@@H]1CC[C@@H](NS(=O)(=O)c2ccc(C)cc2)[C@@H](CO)O1 | -7 | 16 | 7.6 | 0 | -1 | -8 | 0.9 | 0 |
| O=[N+]([O-])c1ccc(CNc2ccc(Cl)cc2)s1 | 11 | -2 | 0.4 | -3 | 3 | -14 | 0.2 | -8 |
| COC(=O)COc1ccc2cccc(-n3cnnn3)c2c1 | 4 | 7 | 0.8 | -5 | 1 | -5 | 0.0 | -10 |
| CCc1ccccc1NS(=O)(=O)c1ccc(OC)c2ncccc12 | · | 7 | -0.2 | -1 | -2 | -5 | 0.0 | -4 |
| COC(=O)[C@]1(C)CCC[C@@]2(C)C3CC[C@@]4(C)C[C@]3(CCC21)CC4=NO (stereo not given in full) | -1 | -8 | 2.8 | -11 | -1 | 7 | 0.1 | -8 |
| O=C(Cc1ccc(Cl)cc1)Nc1ccc(S(=O)(=O)N2CCOCC2)cc1 | 2 | -6 | 0.2 | 1 | -1 | -4 | 0.0 | -1 |
| COc1ccc(S(=O)(=O)N(C)C[C@@H]2Oc3ncc(-c4ccncc4)cc3C(=O)N([C@H](C)CO)C[C@H]2C)cc1 | 0 | 15 | -0.7 | 0 | 10 | 4 | -1.0 | -2 |
| CO[C@@H]1CN(C)C(=O)c2ccc(NC(=O)NC(C)C)cc2OC[C@@H](C)N(Cc2ccccc2)C[C@@H]1C | -9 | -19 | 2.7 | -5 | -3 | 8 | 0.2 | 8 |
| Cc1ccc(CNC(=O)c2c(-c3ccccc3)sc3ccccc23)o1 | -1 | -4 | -1.2 | -3 | 3 | -24 | 0.1 | -5 |
| Cc1nnc(NC(=O)CN2CCN(Cc3ccc(F)cc3Cl)CC2)s1 | -5 | 1 | 3.8 | 3 | -6 | -37 | 0.1 | -7 |
| COc1ccccc1S(=O)(=O)N(C)C[C@@H]1OCc2cn(nn2)CCCC(=O)N([C@H](C)CO)C[C@@H]1C | -5 | 5 | -0.1 | 8 | 1 | -15 | 0.2 | 0 |
| CCN(C[C@H]1N[C@H](CO)[C@@H]1c1ccc(C2=CCCC2)cc1)C(=O)c1ccncc1 | -4 | -7 | 1.8 | 2 | 0 | -21 | 0.0 | 3 |
| CCCCNC(=S)N/N=C/c1sccc1C | -35 | -2 | 2.1 | · | -2 | 4 | 0.0 | · |
| CCOc1ccc(CCNC(=O)CSc2cc(=O)n(CC)c3ccccc23)cc1OCC | -10 | 38 | · | 4 | · | · | · | -10 |
| O=C(COc1ccc(F)cc1)N1CCCc2ccccc21 | -3 | 23 | 3.9 | -2 | 2 | 1 | 0.1 | 6 |
| O=S(=O)(/N=C(/Nc1nc2ccccc2s1)c1ccccc1)c1ccccc1 | 5 | 14 | 1.7 | 2 | 2 | -13 | 0.0 | 66* |
| O=C(Nc1ccc(Cl)cc1)c1nc[nH]c1C(=O)N1CCN(c2ccccc2)CC1 | -3 | 18 | -2.5 | 5 | 0 | -4 | 0.0 | -4 |
| N#CC1(c2ccccc2)CCC(=O)N1Cc1ccccc1 (stereo not given) | -5 | 14 | -0.6 | -1 | 1 | -13 | 0.3 | · |
| Cc1noc(C)c1NC(=O)Nc1ccc2c(c1)CC(=O)N([C@@H](C)CO)C[C@@H](C)[C@@H](CN(C)CC1CCCCC1)O2 | -14 | 4 | -0.9 | 2 | 0 | 12 | 0.3 | -2 |
| Cc1ccc2cccc(OCc3cccc([N+](=O)[O-])c3)c2n1 | 12 | -18 | -1.2 | -7 | -2 | -4 | 0.3 | 17 |
| O=S(=O)(c1ccc2ccccc2c1)N1CCN(Cc2cccc(OCCO)c2)CC1 | -10 | · | 2.7 | -8 | -1 | 36 | · | · |
| COCc1ccc(CN2CCCC(CCC(=O)NCc3ccc(C)o3)C2)o1 (stereo not given) | -10 | 3 | -1.4 | -2 | 11 | -10 | 0.1 | -4 |
| COc1ccc2ccccc2c1/C=N/N1C(=O)CSC1=S | -15 | 3 | -2.4 | · | 0 | -22 | 0.2 | · |
| O=C(COC(=O)[C@@H]1CCCN1S(=O)(=O)c1ccc(Cl)cc1)NC1CC1 | 0 | 2 | 0.9 | -7 | -3 | -6 | -0.1 | -2 |
| CC(=O)c1ccc(S(=O)(=O)N2CCN(C(C)C(=O)N(C)Cc3ccccc3)CC2)cc1 (stereo not given) | -8 | -9 | 3.0 | -8 | -1 | -3 | 0.0 | -1 |
| Cc1ccc(C2=NS(=O)(=O)N(C)C(C(=O)NCc3cccs3)=C2)cc1 | 1 | · | -1.5 | -1 | -2 | -6 | 0.0 | 4 |
| O=C(CCC(=O)Nc1ccc(Br)cc1)N/N=C/c1ccc(F)cc1 | -2 | -15 | -5.6 | 1 | -2 | -9 | -0.1 | 14 |
| CCN(CC)CCCn1c2c(c(SCC(=O)Nc3ccc4c(c3)OCCO4)nc1=O)CCC2 | · | 19 | 0.1 | 4 | 1 | 0 | 6.4 | -5 |

Next section:
| compound | ARNT TACC3 PPI | GSIS activator | F508del corr | RAD54 inh | ERAP1 inh | RAD52 inh | XiGFP reactiv | esBAF inh |
| --- | --- | --- | --- | --- | --- | --- | --- | --- |
| COc1ccc(-c2noc(CSc3nc4sc(C)c(C)c4c(=O)n3-c3ccccc3)n2)cc1 | -4 | 9 | · | -4 | -1 | -14 | 0.1 | · |
| COc1cccc(NC(=S)N(Cc2ccco2)C(C)c2ccco2)c1 (stereo not given) | -1 | · | · | · | 1 | -3 | 0.0 | · |
| Cc1cccc(C(=O)Nc2ccccc2C(=O)Nc2ccc(C(=O)O)cc2)c1 | 3 | 3 | -1.4 | -6 | 3 | -13 | 0.1 | 1 |
| CC1=CC(=O)c2ccccc2C1=O | -2&-2 | · | -3.7&0.0 | -8&3 | -1&-2 | -8&-27 | 0.0&0.0 | -6&-1 |
| COc1ccc(C2Nc3ccccc3C(=O)N2c2ccccc2)cc1CSc1ccccn1 (stereo not given) | -5 | -4 | 0.1 | -12 | -1 | -18 | 0.0 | 22 |
| COCC(=O)Nc1ccc2c(c1)[C@H]1C[C@H](CC(=O)NCc3cccnc3)O[C@@H](CO)[C@H]1O2 | 0 | -6 | -0.4 | 11 | -1 | 10 | 0.0 | -1 |
| CC(Sc1nnc(C2CC2)n1-c1ccccc1)C(=O)N1CCNC1=O (stereo not given) | 20 | -2 | 3.5 | -11 | 2 | -5 | 0.3 | · |
| CCOC(=O)c1sc2nc(CC(=O)OC)nc(NCCN(CC)CC)c2c1C | 12 | 4 | · | -17 | · | · | · | -6 |
| CCC(C)NC(=O)Cn1cnc2sc(C)c(S(=O)(=O)N3CCN(c4ncccn4)CC3)c2c1=O (stereo not given) | -14 | 4 | 0.3 | · | -4 | -6 | 0.1 | · |

Assay outcomes as filed in PubChem BioAssay.
